KinaseGlo FLuc = Kinase-Glo luciferase inhibition (counter-screen); Q27757; Kinase-Glo luciferase, ATP luminescence, 8 min; Potency, µM (doses to about 38.3 µM), without a hit: at the highest dose activity change, negative = inhibition, most hits filed as inhibitors; 200,000 tested, 0.28% active; note: % is set by controls: 0 for no effect and ±100 for the full control effect; nearly all actives have a fitted effect of over 60% in size
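Inhibition of Kinase-Glo luciferase light generation was assessed at 10 uM ATP in pH 7.2 imidazole buffer, with luminescence measured after eight minutes at ambient temperature.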
SMN2 splice enh = increases expression of the SMN2 splice variant; HEK293 SMN2-luciferase splicing reporter, luminescence, 30-36 h; Potency, µM (titrated, usually from 46.1 µM), without a hit: top-dose activity change, positive = activation, most hits filed as activators; 210,000 tested, 2.8% active; AID 1458; note: % of control where 0% means no effect; nearly all actives have a fitted effect of over 55% in size
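qHTS luciferase splicing reporter: luminescence rises when SMN2 exon 7 is included in transfected HEK293 cells. Compound exposure lasted 30-36 h at 37C, with 4.5 mM final sodium butyrate as control, followed by a ONE-Glo read.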
IMPase Li inh = cell-permeable IMPase inhibitors with lithium potentiation; CHO-M1 cells, IP1 TR-FRET (IP-One), carbachol + lithium; Potency, µM (titrated, usually from 59.4 µM), for inactives: at the top dose activity, negative = IMPase inhibition, actives largely listed as inhibitors; 210,000 tested, 0.35% active; AID 1457;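 note: IP1 builds up when IMPase is blocked and the TR-FRET signal falls; plate controls were basal vehicle for no effect and high inhibitor control for full effect; nearly all actives have a fitted effect of over 50% in size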
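CHO cells stably expressing M1 receptor (2000/well, cultured 16–30 h) treated 30 min at 37C with compound plus low lithium. Cytosolic IP1 by TR-FRET (665/620 ratio and 620 channel) after 10 min lysis; AC50 by Hill fit.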
KDM4E inh = blocks human JMJD2E demethylase activity | Potency, µM (titrated, usually from 57.1 µM), for the others: at the highest dose activity change, negative = inhibition, hits mostly inhibitors | 230,000 tested, 1.6% active | B2RXH2 | JMJD2E catalytic domain, FDH-coupled NADH fluorescence (FDH is formaldehyde dehydrogenase); active = well fitted inhibition curve with a large enough effect, not every such curve was filed as active; inconclusive = small, poorly fitted or top-dose-only effect, or another doubt; inactive = no such curve, though single readings can be large or run the other way;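 note: 0% = wells with enzyme and -100% = buffer wells without enzyme; nearly all actives have a fitted effect of over 50% in size; many of its hits are not listed in these tables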
NPSR antagonist = neuropeptide S receptor (human) antagonism, cAMP. Q6W5P4. CHO-NPSR cells, cAMP TR-FRET, antagonist mode. Potency, µM (highest dose often 38.3 µM), for the others: at the top dose activity change, negative = inhibition, actives largely listed as inhibitors. 220,000 tested, 1% active; note: % is set by controls: 0 for no effect and ±100 for the full control effect; nearly all actives have a fitted effect of over 50% in size; many of its hits are not listed in these tables
Target sequence (Q6W5P4 whole entry, looked up): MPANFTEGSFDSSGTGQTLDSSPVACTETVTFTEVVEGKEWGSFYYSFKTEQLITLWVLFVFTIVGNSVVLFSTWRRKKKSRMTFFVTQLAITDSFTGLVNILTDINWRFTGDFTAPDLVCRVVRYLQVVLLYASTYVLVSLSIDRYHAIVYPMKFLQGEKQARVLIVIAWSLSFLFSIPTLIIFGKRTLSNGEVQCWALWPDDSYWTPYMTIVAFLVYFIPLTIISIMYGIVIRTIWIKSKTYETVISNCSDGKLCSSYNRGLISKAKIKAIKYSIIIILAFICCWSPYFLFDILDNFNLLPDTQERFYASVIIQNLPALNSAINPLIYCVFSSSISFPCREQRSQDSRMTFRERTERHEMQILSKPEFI
RGS12 GoLoco inh = blocks human Gai1 binding to RGS12 GoLoco peptide, red readout. Potency, µM (top dose mostly 61.6 µM), for the others: top-dose activity, negative = inhibition, actives largely listed as inhibitors. P63096. 230,000 tested, 0.44% active. Gai1:RGS12 GoLoco peptide FP, rhodamine, 10 min; active = well fitted inhibition curve with a large enough effect, not every such curve was filed as active; inactive = no such curve, though single readings can be large or run the other way; note: % is set by controls: 0 for no effect and ±100 for the full control effect; nearly all actives have a fitted effect of over 30% in size; many of its hits are not listed in these tables
RECQ1 helicase = blocks DNA unwinding by human RECQ1; RECQ1 DNA unwinding, red fluorescence kinetic read; Potency, µM (top dose mostly 57.3 µM), for the others: at the top dose activity, negative = inhibition, most hits filed as inhibitors; 240,000 tested, 0.54% active; AID 2549;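 note: plate controls were vehicle for no effect and no enzyme for full effect; nearly all actives have a fitted effect of over 30% in size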
Target sequence (P46063 whole entry, looked up): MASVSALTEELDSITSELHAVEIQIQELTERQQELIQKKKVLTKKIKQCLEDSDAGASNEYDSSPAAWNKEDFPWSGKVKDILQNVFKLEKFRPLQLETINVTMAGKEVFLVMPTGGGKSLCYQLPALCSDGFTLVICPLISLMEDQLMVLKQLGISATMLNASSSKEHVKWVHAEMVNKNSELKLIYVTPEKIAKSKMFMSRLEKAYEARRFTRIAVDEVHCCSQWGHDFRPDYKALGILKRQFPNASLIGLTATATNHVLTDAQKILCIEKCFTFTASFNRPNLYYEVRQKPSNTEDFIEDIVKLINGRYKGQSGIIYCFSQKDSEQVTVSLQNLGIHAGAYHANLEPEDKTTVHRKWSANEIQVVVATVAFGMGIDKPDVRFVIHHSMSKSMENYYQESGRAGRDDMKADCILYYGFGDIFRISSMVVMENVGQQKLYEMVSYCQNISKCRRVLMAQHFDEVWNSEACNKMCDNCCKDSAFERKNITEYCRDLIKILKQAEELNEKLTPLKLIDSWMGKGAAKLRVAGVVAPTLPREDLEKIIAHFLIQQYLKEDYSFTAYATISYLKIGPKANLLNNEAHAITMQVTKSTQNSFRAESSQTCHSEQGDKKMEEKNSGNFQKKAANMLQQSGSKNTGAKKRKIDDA
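RECQ1T1 50 nM; forked duplex (20 bp + 30-nt ss tails) 200 nM, ATP 2 mM final; pH 8.0, 2 mM MgCl2, 2.5 ug/ml poly(dI-dC); 15 min compound preincubation; discontinuous kinetic read over 2 h at RT.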
Epigenetic derep = epigenetic control regulation, reporter derepression | murine LDR cells, GFP reporter derepression, 30 h | Potency, µM (doses to about 53.9 µM), inactives show at the top dose GFP activation, usual class: activators | 280,000 tested, 0.2% active | AID 1865; note: % of control where 0% means no effect; nearly all actives have a fitted effect of over 60% in size
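Reporter derepression read as number of fluorescent GFP-positive objects, 20-120 um in size, counted by laser-scanning cytometer. Mouse LDR line with an epigenetically silenced CMV-GFP locus; compound incubation 30 h, 37 C.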
The depositor's hits bear a star; i = inactive; u = inconclusive; x = no result given; [ ] = remark or other dose. Unless noted, calls come from the whole dose curve; as a rule, active = well fitted curve in the direction sought with a large enough effect; inconclusive = small, poorly fitted or top-dose-only effect, or another doubt; inactive = no such curve, though single readings can be large; an effect the other way counts as inactive or inconclusive. Potency is the fitted concentration of half-maximal effect. Not all compounds are listed; the hit share may differ from the screen's.

SMILES | KinaseGlo FLuc | SMN2 splice enh | IMPase Li inh | KDM4E inh | NPSR antagonist | RGS12 GoLoco inh | RECQ1 helicase | Epigenetic derep
CCOC(=O)c1sc(NC(=O)c2cc3n(n2)C(C(F)(F)F)CC(c2cccs2)N3)c(C(=O)OCC)c1C (stereo not given) | 1.7% | -13.6% | 12.6%[38.3 µM] | -2.5% | 0.3%[46.1 µM] | 0.8% | i | -1.7%
O=C(N[C@@H](Cc1ccccc1)C(=O)OCc1ccccc1)c1nc[nH]c1C(=O)NC(c1ccccc1)c1ccccc1 | x | x | -1.3% | 3.1% | 16.0% | 1.0% | -22.6% | -4.5%
COc1cccc(C2CC(c3ccccc3OC)n3nc(N)nc3N2)c1 (stereo not given) | 1.1% | -8.4% | -0.4%[38.3 µM] | 4.6% | -6.7%[46.1 µM] | 1.5% | -10.8% | 0.8%
CC(=O)c1cc(C#N)c(Oc2cccc(C(F)(F)F)c2)nc1C | 0.3% | 5.8% | -4.1%[38.3 µM] | 1.3% | 24.6%[46.1 µM] | 8.3% | u | -1.1%
COC(=O)C(NS(C)(=O)=O)(c1c(C)[nH]c2ccccc12)C(F)(F)F (stereo not given) | -2.9% | -7.3% | 6.5%[38.3 µM] | -2.1% | 3.0%[46.1 µM] | -8.5% | 0.7% | 0.3%
C=C/C(=C\C)C[C@@H](CC(=O)N[C@@H](CCC(=O)O)CC(=O)O)NC(=O)[C@@H]1CNCC[C@H]1NC(=O)C[C@@H](NC(=O)C[C@H](Cc1ccccc1)NC(=O)[C@@H]1CCCC[C@H]1N)C(C)C | -4.9% | 7.5% | 15.7% | 8.1% | x | -0.4% | -0.8% | -1.1%
COc1ccc(C(=O)Nc2cccc(/C=C/c3nc4ccccc4c(=O)[nH]3)c2)cc1 | x | x | x | u | u | 11.6% | i | 14.2%
COc1cc(NC2c3ccccc3C(=O)N2Cc2ccc3c(c2)OCO3)cc(OC)c1OC (stereo not given) | -3.5% | -13.7% | 13.1%[38.3 µM] | -13.0% | -20.1%[46.1 µM] | -2.0% | -9.3% | 1.9%
COC(=O)c1[nH]c2ccccc2c1NC(=O)CN1CCC(C(N)=O)(N2CCCCC2)CC1 | 5.7% | u | -25.3% | u | 5.5%[46.1 µM] | -16.5% | 1.1% | -0.9%
Cc1ccn2c(NC3CCCC3)c(-c3cccs3)nc2c1 | -13.1% | 9.0% | -0.6% | u | u | -1.2% | -14.5% | -1.4%
C/C(Cl)=C/Cn1c(=O)c2c(nc(Br)n2Cc2ccccc2)n(C)c1=O | 10.0% | -17.6% | 13.9%[38.3 µM] | 1.9% | u | -2.1% | 12.2% | 0.7%
CC(=O)Cc1nsc(NC(=O)c2ccc(-c3cc(C(F)(F)F)ccc3Cl)o2)n1 | -3.4% | u | 16.0%[38.3 µM] | -0.8% | -19.3%[46.1 µM] | 0.8% | -3.2% | -0.2%
CCn1c(Cc2c(C)[nH]c3ccccc23)nnc1SCC(N)=O | 5.1% | 18.0% | 0.7%[38.3 µM] | 3.6% | 0.7%[46.1 µM] | 4.1% | -3.5% | 1.2%
O=C(NC(CSCc1ccccc1)C(=O)N/N=C/c1ccc(O)cc1O)c1ccc([N+](=O)[O-])cc1 (stereo not given) | -4.3% | x | 34.7%[activator][38.3 µM] | u | u | 6.4% | -6.6% | 0.0%
CSc1nc2[nH]c3c(c2c2nncn12)CC(C)(C)OC3 | -8.4% | -19.4% | 5.4%[38.3 µM] | 2.5% | 6.9%[46.1 µM] | 4.9% | i | 0.4%
O=C(NCc1ccccc1)c1cc(-n2cnnc2)ccc1Cl | -5.9% | -0.2% | 6.6%[38.3 µM] | 5.6% | 5.0%[46.1 µM] | 0.8% | -1.9% | -0.7%
Cc1ccnc(NC(=O)COc2c(C)cc(C)cc2[N+](=O)[O-])c1 | -1.7% | -0.1% | 1.8% | -2.5% | -6.1% | 4.2% | -0.2% | -8.2%
CCSc1nc2cc(OC)c(OC)cc2c(=O)n1CCc1ccccc1 | 2.6% | -1.6% | 12.2%[38.3 µM] | 10.0% | -14.3%[46.1 µM] | -29.8% | -1.7% | 3.1%
COc1cc(/C=N/N=C(\N)c2nonc2N)cc(OC)c1OC | 1.7% | 8.6% | 1.1% | -3.0% | 30.5% | 8.0% | 2.8% | 3.2%
COc1ccc(C2c3cc(OC)c(OC)cc3Cc3c4cc(OC)c(OC)cc4cc[n+]32)cc1OC (stereo not given) | -1.3% | -21.2% | 23.9% | -22.2% | x | 4.7% | 26.5% | 7.9%
COc1ccc(C(C(=O)NC(C)(C)C)N(C(=O)CNC(=O)c2cccs2)c2ccc(NC(C)=O)cc2)cc1OC (stereo not given) | -1.5% | -17.4% | 11.9% | 1.9% | 4.1% | 1.7% | i | -0.2%
Cc1noc(C)c1CSc1nc2sc(C)c(C)c2c(=O)n1-c1ccccc1 | 3.1% | u | 17.4%[38.3 µM] | 15.8% | -19.1%[46.1 µM] | 7.8% | -3.4% | -0.2%
Cc1ccc(C(=O)N2CC(C)OC(C)C2)c(Cl)c1 (stereo not given) | 7.8% | -6.8% | -6.4%[38.3 µM] | -1.6% | -5.4%[46.1 µM] | -0.8% | 8.9% | -1.4%
COc1cccc(N(Cc2nnc3n2CCCCC3)C(=O)Nc2ccccc2F)c1 | 1.5% | 8.6% | -1.8% | -9.2% | 3.6% | -0.8% | -11.1% | 2.5%
CN(Cc1ccccc1)C(=O)[C@H](Cc1ccc2ccccc2c1)NC(=O)[C@@H]1C[C@@H](O)CN1C(=O)c1cn(C)c2ccccc12 | 1.6%[39.9 µM] | x | 26.2% | x | x | 14.2% | -4.6% | 0.7%
New compounds follow.
SMILES | KinaseGlo FLuc | SMN2 splice enh | IMPase Li inh | KDM4E inh | NPSR antagonist | RGS12 GoLoco inh | RECQ1 helicase | Epigenetic derep
CCC(C)NCCOc1ccc(Br)cc1 (stereo not given) | -0.7% | -12.2% | 24.2%[38.3 µM] | -26.6% | 5.3%[46.1 µM] | -0.7% | -12.1% | 4.7%
COc1ccc(C2Nc3ccccc3C(=O)N2c2ccc(F)cc2)cc1CSc1ccccn1 (stereo not given) | 1.0% | 12.9% | u | 2.6% | u | -2.2% | -1.1% | 0.0%
COc1ccc(N(Cc2cc3ccc(C)cc3[nH]c2=O)C(=O)C2CCCO2)cc1 (stereo not given) | x | x | x | u | -3.7% | 6.1% | -5.0% | 0.1%
O=S(=O)(c1ccc(F)c(F)c1F)N1CCN(C(=S)NC2CC3CCC2C3)CC1 (stereo not given) | 4.1% | -13.5% | 12.3% | u | -29.3% | 7.5% | -3.5% | 10.6%
CC(=O)Nc1ccc(-n2c(C)c(C(C)=O)c(C(C)=O)c2C)cc1 | x | x | x | 0.9% | -4.6%[46.1 µM] | x | -6.2% | -5.5%
CCCS(=O)(=O)c1c(S(=O)(=O)CCC)c2cnccn2c1C(=O)c1ccc(Cl)cc1 | 3.0% | -5.1% | 33.5%[activator][38.3 µM] | 1.4% | u | 1.1% | -11.9% | 3.1%
O=C(CP(=O)(c1ccccc1)c1ccccc1)N1CCCCC1 | 0.0% | -2.3% | 30.0%[38.3 µM] | 12.8% | 3.3%[46.1 µM] | 3.2% | -12.6% | -0.3%
NS(=O)(=O)c1ccc(N=Nc2ccc(=O)[nH]c2O)cc1 | x | x | x | -6.6% | 28.5% | -51.1% | -0.1% | 0.5%
COc1ccccc1OC1=NS(=O)(=O)c2ccccc21 | -1.3% | -8.5% | -9.3%[38.3 µM] | -0.1% | 3.0%[46.1 µM] | 5.3% | -0.1% | 1.0%
CCOc1ccccc1C(=O)NC(C(=O)NCc1ccccc1OC)C(C)C (stereo not given) | 0.6% | -22.3% | 0.8% | 0.9% | -18.2% | -1.6% | -10.6% | 0.3%
Cc1cc(N2CCOCC2)nc2ccc(NC(=S)NCc3ccc4c(c3)OCO4)cc12 | -1.3% | -18.7% | 4.7% | u | -5.3% | -1.3% | -8.3% | -2.8%
O=C(/C=C/c1ccccc1)N/C(=C/c1ccccc1)C(=O)NCCO | -1.1% | -18.9% | -10.5%[38.3 µM] | -1.4% | -5.7%[46.1 µM] | -7.5% | -7.8% | -0.2%
Clc1ccc(-c2nc3ccccc3nc2-c2ccccc2)cc1 | -1.7% | -29.5% | 9.1% | u | -23.2% | -10.6% | -3.7% | -1.0%
O=C(Oc1cccc(Oc2ccccc2)c1)N1CCOCC1 | -3.8% | -8.7% | 12.2% | 4.7% | -13.3%[46.1 µM] | 10.2% | -10.9% | 0.9%
O=C(NC(=S)Nc1cc(C(F)(F)F)ccc1Cl)c1ccccc1 | -2.3% | -13.4% | -0.9%[38.3 µM] | 0.4% | -26.1%[46.1 µM] | 1.3% | -11.3% | -0.9%
COc1ccc(CNC(=O)Cn2cnc3c(=O)n(C)c(=O)n(C)c32)cc1 | -1.6% | 9.4% | 4.2%[38.3 µM] | 8.1% | 4.8%[46.1 µM] | -2.6% | -7.9% | -1.1%
CCN(CC(=O)NC1CCS(=O)(=O)C1)S(=O)(=O)c1ccc(F)cc1 (stereo not given) | 0.9% | -10.3% | 12.4% | -2.6% | 12.9% | -9.7% | 4.1% | -0.9%
CCCCCC(=O)NNC1=NCC(Cc2cccc(Cl)c2)S1 (stereo not given) | 2.3% | -18.4% | -3.9% | 3.6% | 1.1% | -4.4% | -0.5% | -3.9%
CCCOc1ccc(N2C(=O)CC(N(CCc3ccccc3)C(=O)c3ccccc3)C2=O)cc1 (stereo not given) | 6.6% | -0.9% | -5.9% | 4.6% | -11.1% | 4.8% | i | 6.0%

Three records picked at random from those above:
SMILES | KinaseGlo FLuc | SMN2 splice enh | IMPase Li inh | KDM4E inh | NPSR antagonist | RGS12 GoLoco inh | RECQ1 helicase | Epigenetic derep
COC(=O)c1[nH]c2ccccc2c1NC(=O)CN1CCC(C(N)=O)(N2CCCCC2)CC1 | 5.7% | u | -25.3% | u | 5.5%[46.1 µM] | -16.5% | 1.1% | -0.9%
CSc1nc2[nH]c3c(c2c2nncn12)CC(C)(C)OC3 | -8.4% | -19.4% | 5.4%[38.3 µM] | 2.5% | 6.9%[46.1 µM] | 4.9% | i | 0.4%
C/C(Cl)=C/Cn1c(=O)c2c(nc(Br)n2Cc2ccccc2)n(C)c1=O | 10.0% | -17.6% | 13.9%[38.3 µM] | 1.9% | u | -2.1% | 12.2% | 0.7%

Screening data (PubChem)
